H37Rv inhibition: M. tuberculosis growth inhibition, HTS (AID 449762). M. tuberculosis H37Rv growth inhibition, 7H9 media; higher % means a stronger effect. one-dose inhibition, % at 25 µM; IC50 in µM for titrated hits. hit rate 0.59% among 330,000; in the data active means a potency from the dose series; inconclusive means inhibition above about 70% without an active follow-up result;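 further: bacterial growth assessed after seven days of incubation; strong numbers were not always called active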
tuberculosis growth: growth inhibition of non-replicating M. tuberculosis (AID 488890); one-dose inhibition, % at 25 µM; IC50 in µM for titrated hits; Mycobacterium tuberculosis non-replicating, growth inhibition; higher % means a stronger effect; hit rate 0.39% among 320,000; in the data active means a potency from the dose series; inconclusive means inhibition mostly from about 82% at the one dose, without a potency; inactive means the rest, 99 in 100 with inhibition below about 76%;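 further: plate controls were DMSO cells for no effect and high antibiotic wells for full effect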
VEEV TC-83 Vero: inhibitors of VEEV TC-83 cytopathic effect, confirmation, Vero cells (AID 588727); Vero cells, VEEV TC-83 cytopathic effect inhibition; higher % means a stronger effect; one-dose inhibition, % at 20 µM; IC50 in µM for titrated hits; hit rate 0.13% among 350,000; in the data active means a potency from the dose series; inconclusive means inhibition mostly from about 14% at the one dose, without a potency; inactive means the rest, 99 in 100 with inhibition below about 12%; further: strong numbers were not always called active
H1N1 NS1A inhibition: H1N1 influenza NS1A inhibitors, functional cell based assay (AID 504329) | hit rate 0.3% among 340,000 | inhibition, % at 12.5 µM, or IC50 in µM where a hit was titrated | NS1A functional cell-based assay, percent inhibition; higher % means a stronger effect; in the data active means a potency from the dose series; inconclusive means inhibition above about 27% without an active follow-up result; further: strong numbers were not always called active
Salmonella PhoP GFP: PhoP regulon inhibitors, Salmonella typhi PhoP promoter GFP reporter, confirmatory (AID 1850). Salmonella Typhi PhoP-promoter GFP reporter, fluorescence, 4 h; higher % means a stronger effect. inhibition, % at 50 µM; hits with a dose series show IC50 in µM. hit rate 0.33% among 310,000; in the data active means a potency from the dose series; inconclusive means inhibition mostly from about 25% at the one dose, without a potency; inactive means the rest, 99 in 100 with inhibition below about 19%;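 further: 0% = induced wells with vehicle and 100% = uninduced wells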
VEEV TC-83 Vero 10K pilot screen: further read-out of VEEV TC-83 Vero, marked with its call; inhibition, %; measured here: 10K pilot screen inhibition
* hit, by the source's call; i = inactive; ? = inconclusive; · = no result given.

SMILES	H37Rv inhibition	tuberculosis growth	VEEV TC-83 Vero	H1N1 NS1A inhibition	Salmonella PhoP GFP	others
CC1Cc2ccccc2N1C(=O)CNCCCN(C)C (configuration not stated)	-14%	-13%	0.8%	-3%	5%
CCOc1cc(C(=O)Nc2ccccc2N2CCN(S(C)(=O)=O)CC2)cc(OCC)c1OCC	-1%	10%	6.7%	-5%	-9%
O=C(CSc1ccc(F)cc1)NCCSc1ccccc1	-7%	50%	0.2%	-14%	0%
O=C(COC(=O)CNC(=O)c1ccccc1F)NCCNC(=O)COC(=O)CNC(=O)c1ccccc1F	14%	-3%	6.5%	-6%	1%
CC(C)(C)C(=O)c1cn(CC(=O)O)c2ccccc12	-7%	-1%	0.5%	5%	1%
NS(=O)(=O)c1ccc(CCNC(=O)CNC(=O)c2ccc(Oc3ccccc3)cc2)cc1	3%	3%	i	-12%	3%
CCS(=O)(=O)N1CCCC(c2nc(-c3cccc(OC)c3)no2)C1 (configuration not stated)	4%	-6%	i	-5%	0%
O=C(NC1(C(F)(F)F)N=C2SCCN2C1=O)c1ccco1 (configuration not stated)	-2%	3%	0.3%	-2%	4%
CC(=O)N1C(=O)/C(=C2\SC(=S)N(NS(=O)(=O)c3ccc(C)cc3)C2=O)c2ccccc21	·	·	0.8%	-9%	·	VEEV TC-83 Vero 10K pilot screen=2.4
COc1cc2c(cc1OC)C(=O)CCC2	·	·	1.5%	-7%	·
COCCOc1cc(NC(=O)c2cccc(OC)c2)c(Cl)cc1Cl	-4%	-6%	7.0%	-3%	-8%
CC(c1ccco1)N(C(=O)Nc1ccccc1)C1CCCCC1 (configuration not stated)	-10%	-31%	i	-1%	0%	VEEV TC-83 Vero 10K pilot screen=0.0
CCc1nnc(NS(=O)(=O)c2ccc(NC(=O)COc3ccc(Cl)c(C)c3)cc2)s1	-1%	20%	1.1%	-17%	0%
CCC(=O)Nc1ccc(C(=O)NNC(=O)COc2cccc(C)c2)cc1	4%	-4%	0.9%	-2%	-8%
COc1cc(OC)c(OC)cc1CN1CCN(Cc2ccc(C(F)(F)F)cc2)CC1	4%	23%	i	-1%	5%
COc1ccc(OCC#CCNC(C)(C)C)cc1	-5%	1%	0.5%	-6%	5%
CCOC(=O)c1cc(C(=O)OCC)cc(-n2cc(O)c(C(=O)OCC)n2)c1	9%	-7%	i	-1%	-4%
COc1cccc(NC(=O)CN2C(=O)NC(CCc3ccccc3)C2=O)c1 (configuration not stated)	-4%	0%	1.8%	-8%	·
NS(=O)(=O)c1ccc(NC(=O)CSc2nc3c(c(=O)[nH]2)CCCC3)cc1	-2%	-5%	i	-2%	1%
CN(C)CCNC(=O)c1cc2c(s1)-c1ccccc1OC2	4%	·	5.0%	-25%	-13%
COc1ccc2cc(C(=O)/C=C/c3cc(OC)c(OC)c(OC)c3)ccc2c1	?	31%	i	11%	12%
CCCCN(CCCNC(=O)C1CCN(S(=O)(=O)N2CCOCC2)CC1)c1ccccc1	7%	31%	4.0%	4%	13%
CC1CN(C(=O)CCn2c(=O)oc3ccccc32)CC(C)O1 (configuration not stated)	2%	8%	3.1%	0%	-8%
FC(F)(F)c1cc(-c2ccco2)nc(NCc2cccs2)n1	1%	16%	6.1%	3%	-2%

Ordered by heavy-atom count (high to low): some entries from above
SMILES	H37Rv inhibition	tuberculosis growth	VEEV TC-83 Vero	H1N1 NS1A inhibition	Salmonella PhoP GFP	others
CCCCN(CCCNC(=O)C1CCN(S(=O)(=O)N2CCOCC2)CC1)c1ccccc1	7%	31%	4.0%	4%	13%
CCc1nnc(NS(=O)(=O)c2ccc(NC(=O)COc3ccc(Cl)c(C)c3)cc2)s1	-1%	20%	1.1%	-17%	0%
CCOC(=O)c1cc(C(=O)OCC)cc(-n2cc(O)c(C(=O)OCC)n2)c1	9%	-7%	i	-1%	-4%
NS(=O)(=O)c1ccc(NC(=O)CSc2nc3c(c(=O)[nH]2)CCCC3)cc1	-2%	-5%	i	-2%	1%
CN(C)CCNC(=O)c1cc2c(s1)-c1ccccc1OC2	4%	·	5.0%	-25%	-13%

Next part:
SMILES	H37Rv inhibition	tuberculosis growth	VEEV TC-83 Vero	H1N1 NS1A inhibition	Salmonella PhoP GFP	others
CCN(CCCNC(=O)C1CCN(S(=O)(=O)N2CCOCC2)CC1)c1cccc(C)c1	-8%	9%	1.1%	-17%	-8%
Cn1c(C(=O)NCc2cccnc2)cc2sccc21	-4%	-3%	0.5%	-2%	3%
COC(=O)c1c(C(=O)OC)c2n(c1C)CCS2	1%	-7%	i	2%	9%
CC(C)CNS(=O)(=O)c1ccc(CCC(=O)NCCc2ccccc2)cc1	4%	14%	1.5%	-20%	-3%
O=C(NCCC(=O)N1CCN(c2ncccn2)CC1)c1ccccc1Cl	-6%	-7%	1.4%	-1%	2%
Cc1cc(-n2nc(C)cc2C)nc(NS(=O)(=O)c2ccccc2)n1	19%	31%	0.8%	-5%	-6%
O=C(Cc1ccc(Br)cc1)N/N=C/c1ccc(-c2cccc(C(=O)O)c2)o1	-2%	14%	i	-13%	-1%
CC1=CC2=NC(=O)/C(=C\c3cccn3CCOc3cc(C)ccc3C)C(=N)N2O1	-6%	13%	0.2%	30%	-6%
CC(=O)Nc1ccc(NC(=O)CSc2ccc(-c3cccs3)nn2)cc1	8%	2%	0.3%	-5%	-6%
CCc1ccccc1OCC(=O)Nc1ccc(C)c(S(=O)(=O)N2CCCCCC2)c1	4%	20%	i	-8%	·
Cc1[nH]c2ccccc2c1Cc1nnc(SCCC#N)o1	-8%	3%	i	-25%	-5%
COC(=O)C1=C(c2ccc(OC)c(OC)c2)C[C@@H]2CC[C@H]1N2C(=O)NCc1ccco1	-5%	-17%	0.2%	13%	·
COC(=O)C(CC(=O)c1ccc(Cl)cc1)c1ccc(C)cc1 (configuration not stated)	7%	73%	5.8%	0%	-2%
CSCCC(NC(=O)c1ccccc1Br)C(=O)N1CCCC(C(F)(F)F)C1 (configuration not stated)	-10%	-5%	1.8%	-12%	-8%
C(#CCN1CCC(Cc2ccccc2)CC1)COCCOCc1ccccc1	1%	73%	0.2%	1%	-6%
Cc1cn([C@H](C(=O)NCCCCCCCCCCC(=O)N2CCNCC2)[C@@H](C)O)nn1	4%	-5%	3.6%	-17%	-4%
CN(C(=O)COC(=O)/C=C/c1ccc(C(F)(F)F)cc1)c1c(N)n(Cc2ccccc2)c(=O)[nH]c1=O	8%	12%	1.3%	-15%	-37%
Nc1nc(-c2cccs2)c(-c2cccs2)s1	2%	4%	0.5%	4%	-15%
S=c1[nH]nc(-c2ccco2)n1/N=C/c1cccs1	-3%	-15%	0.8%	-10%	3%
CCN(c1cccc(C(F)(F)F)c1)S(=O)(=O)c1ccc2c(c1)CCN2C(=O)C1CC1	-7%	-4%	i	0%	-14%
Cc1ccc(OCC(O)CN2CCOCC2)cc1 (configuration not stated)	-2%	-9%	1.0%	-7%	2%
O=C(O)c1cc(O)ccc1NC(=O)C(c1ccccc1)c1ccccc1	4%	48%	4.9%	19%	-6%
O=C(CNC(=O)c1ccco1)N/N=C/c1ccc(C(=O)O)cc1	3%	-2%	0.4%	2%	-31%
CCN(CC)C(=O)c1ccc2c(c1)C1C(Cl)C(Sc3ccccc3[N+](=O)[O-])CC1C(C(=O)O)N2 (configuration not stated)	-2%	25%	0.8%	18µM*	1%
O=C(c1cccc(C(F)(F)F)c1)N1CCN(S(=O)(=O)c2ccc(Cl)s2)CC1	-8%	8%	5.1%	-7%	-4%
COC(=O)c1ccc(S(=O)(=O)NCc2ccco2)n1C	4%	5%	0.4%	-14%	-15%
Cc1ccc(NC(=O)CSc2nnc3c(n2)[nH]c2ccccc23)cc1	-6%	-10%	1.5%	-5%	-6%
COc1ccc(-c2nc(CS(=O)CC(=O)N3CCC4(CC3)OCCO4)c(C)o2)cc1 (configuration not stated)	6%	5%	2.2%	3%	-8%
O=C(NC1CCCC1)C(c1cccnc1)N(Cc1ccc(F)cc1)C(=O)c1csnn1 (configuration not stated)	2%	-4%	3.4%	-5%	-1%
O=C(COc1cc(F)ccc1[N+](=O)[O-])NCCN1C(=O)CSC1=O	3%	18%	4.0%	-3%	·
CC(=O)c1ccc(NC(=S)N2CCN(C(=S)Nc3ccc(C(C)=O)cc3)C(C)C2)cc1 (configuration not stated)	1%	12%	0.6%	-2%	-4%
Cc1ccc2nc(SCC(=O)NC3CCS(=O)(=O)C3)[nH]c2c1 (configuration not stated)	0%	-7%	1.9%	0%	·
COc1ccc2c(c1)OC[C@H]1[C@H]2N2C(=O)CN(C)C(=O)[C@@]2(C)[C@H]1c1ccccc1	-5%	8%	2.5%	-8%	·
O=C(CNC(=O)c1ccccc1Br)NCCSc1ccc(Br)cc1	6%	0%	8.7%	-3%	2%
O=C(Nc1ccc(NC(=S)NC(=O)c2cccs2)cc1)c1ccco1	-4%	13%	1.6%	-5%	2%
COc1ccc(N=C2SC(C(=O)Nc3ccc(C(=O)O)cc3)CC(=O)N2Cc2cccs2)cc1 (configuration not stated)	5%	45%	i	-5%	4%
S=c1nc(-c2cc(Cl)cc(Cl)c2)[nH][nH]1	-3%	-9%	3.5%	-2%	3%
Cc1ccc(NC(=O)c2ncn(CC(=O)NCC(C)c3ccccc3)n2)cc1C (configuration not stated)	·	·	1.2%	-7%	·
O=C(N/N=C/c1ccccc1OC(F)F)NC1CCCCC1	5%	31%	1.6%	-1%	0%
COc1ccc(C(C#N)C2(C)OCCO2)cc1OC (configuration not stated)	-1%	-18%	0.3%	4%	-1%
Cn1c(OCc2ccco2)nc2c1c(=O)n(Cc1ccc(Cl)c(Cl)c1)c(=O)n2C	-3%	-3%	4.5%	-15%	-5%
CCn1c2ccccc2c2nc3cc(OC)c(OC)cc3nc21	-8%	11%	6.2%	-4%	0%
COc1ccc(C(C#N)N2CCOCC2)cc1 (configuration not stated)	-11%	-2%	i	1%	-3%
CCCNc1cc(C)oc(=O)c1C(=O)CC	-2%	-2%	0.2%	-4%	-8%
CCOC(=O)c1[nH]c2ccccc2c1N=CN(C)C	-7%	-1%	0.8%	-5%	-14%
CCOc1ccc(/C=N/NC(=O)c2nnn(-c3nonc3N)c2CN(C)C2CCCCC2)cc1	-1%	-10%	i	6%	8%
CNC(=O)COc1coc(CN2CCN(c3ccccc3F)CC2)cc1=O	0%	3%	0.8%	7%	0%
Cc1nn(C)c(C(=O)NC2C3CC4CC(C3)CC2C4)c1Cl (configuration not stated)	10%	2%	0.7%	6%	-3%

Molecules from the list above that have a nitro group on carbon (2):
SMILES	H37Rv inhibition	tuberculosis growth	VEEV TC-83 Vero	H1N1 NS1A inhibition	Salmonella PhoP GFP	others
CCN(CC)C(=O)c1ccc2c(c1)C1C(Cl)C(Sc3ccccc3[N+](=O)[O-])CC1C(C(=O)O)N2 (configuration not stated)	-2%	25%	0.8%	18µM*	1%
O=C(COc1cc(F)ccc1[N+](=O)[O-])NCCN1C(=O)CSC1=O	3%	18%	4.0%	-3%	·

(cont.)
SMILES	H37Rv inhibition	tuberculosis growth	VEEV TC-83 Vero	H1N1 NS1A inhibition	Salmonella PhoP GFP	others
COc1ccc(NC(=O)C2CC(=O)N(CCc3ccc(F)cc3)C2)c(OC)c1 (configuration not stated)	-3%	7%	2.1%	5%	-1%
COc1ccc(NS(=O)(=O)c2cccc(NC(=O)CCC(=O)c3cccs3)c2)cc1	6%	-18%	i	-7%	-2%
CC(CCc1ccccc1)NS(=O)(=O)c1ccccc1F (configuration not stated)	13%	17%	i	-13%	13%
CCOC(=O)C1=C(C)N=c2sc(=C(C)C)c(=O)n2C1c1ccc(N(C)C)cc1 (configuration not stated)	-7%	0%	i	12%	12%
CC(C)Oc1cc(NC(=O)CS(=O)CC(=O)N(C)C)c(Cl)cc1Cl (configuration not stated)	-10%	-24%	1.2%	9%	5%
CC1CCN(S(=O)(=O)c2ccc3c(c2)N(CC(=O)NCCN2C(C)CCCC2C)C(=O)CS3)CC1 (configuration not stated)	-6%	12%	i	-5%	2%
OCC(O)C1OC(Nc2ccc(Cl)cc2)C(O)C1O (configuration not stated)	-7%	-3%	0.8%	-9%	-3%
O=c1c(Cl)c(N2CCCCC2)cnn1-c1nc2ccccc2[nH]1	7%	11%	0.6%	-2%	-7%
C=CCn1c(Cc2ccc(OC)cc2)nnc1SCC(=O)c1cccc([N+](=O)[O-])c1	0%	28%	i	1%	19%
Nn1c(COc2ccccc2)nnc1SCC(=O)O	-4%	-8%	i	7%	-5%
CN(CC(=O)Nc1ccc(F)cc1)CC(=O)N1CCc2ccccc21	·	·	1.4%	-8%	·
CSc1ccc(-c2nnn(Cc3ccccn3)n2)cc1	7%	-6%	2.0%	-1%	2%
CCn1c(-c2ccccc2)c(C(=O)O)c2ccccc21	6%	14%	i	2%	-14%
